# Screening results deposited in PubChem by NCI.
# All columns: NCI-60 one-dose screen, growth in % after 48 h at 10 µM unless noted; 100 = growth as untreated, 0 = no growth, -100 = all killed.
# A549/ATCC: A549/ATCC NSCLC; hit rate 3.7% among 81,000; AID 1794740
# M14: M14 melanoma. hit rate 6.2% among 80,000
# RPMI-8226: RPMI-8226 leukemia cells; hit rate 7.5% among 77,000; AID 1794781
# HOP-92: HOP-92 NSCLC cells; hit rate 6.3% among 71,000
# EKVX: EKVX NSCLC | AID 1794765 | hit rate 3% among 71,000
# MOLT-4: MOLT-4 leukemia cells. hit rate 6.9% among 80,000. AID 1794779
# HOP-62: HOP-62 NSCLC | hit rate 3.9% among 80,000 | AID 1794735
# CCRF-CEM: CCRF-CEM leukemia | hit rate 7% among 77,000 | AID 1794778
# Numbers without * were called inactive; · = not tested or not shown; & = joins results of further samples. The calls were made as follows: active = growth percent below 10; inactive = the rest.
SMILES,A549/ATCC,M14,RPMI-8226,HOP-92,EKVX,MOLT-4,HOP-62,CCRF-CEM
O=[N+]([O-])c1ccccc1/C=N\Nc1ccccc1,82&81,71&50,96&77,72,93&69,90&76,91&90,51&65
Cc1cc(=O)[nH]c(N/N=C\c2c(Cl)cccc2Cl)n1,98,108,94,109,91,91,107,94
CCCCCC(=O)NCC(=O)OC,102,102,105,·,·,81,104,96
FC(F)(F)c1ccc(-c2cn3c(ccc4ccccc43)n2)cc1,100,104,90,89,89,90,78,105
CC(C)CCNC(=O)Cn1ccc(N2CCCCC2)cc1=O,107,111,100,96,·,98,104,85
CSc1nnc(C2=CC(=O)c3ccccc3C2=O)n1-c1ccccc1,76,92,72,·,·,69,100,37
NCCn1cc(-c2nc(-c3c[nH]c4ncccc34)cs2)c2cc(F)ccc21,62,86,59,49,49,57,74,49
N=C(N)c1ccc(-c2ccc(-c3cc(Cl)cc(Cl)c3)o2)nc1,-69*,-76*,-45*,73,·,-55*,-73*,-38*
O=C(CCCCCCN1CC(=O)N2[C@@H](c3cccs3)c3[nH]c4ccccc4c3C[C@H]2C1=O)NO,99,84,55,69,92,19,91,24
Cc1cccc(-n2ncc3c(=O)[nH]c(-n4nc(C)cc4NC(=O)c4cc5ccccc5o4)nc32)c1,92,107,91,118,·,78,107,99
CSc1[nH]n(C2=Nc3ccccc3Sc3ccccc32)c(=O)c1C#N,86,107,77,66,103,85,115,95
O=C(Cc1ccccc1)Cc1ccccc1,96,102,103,·,·,97,110,98
CC(=O)Oc1c(C)c(C)c2c(c1C)CCC(C)(CC(=O)OCCCCCCCCCCC[P+](c1ccccc1)(c1ccccc1)c1ccccc1)O2 (configuration not stated),-72*,-87*,-50*,-85*,·,-24*,-85*,3.7*
O=C1CCc2c(sc3[nH]c(=S)n(-c4cccc(Cl)c4)c(=O)c23)C1,102,104,84,101,109,102,98,81
Cn1c(=O)c2[nH]c(CCc3ccncc3)nc2n(C)c1=O,108,111,110,101,92,99,109,108
Clc1nc2ccccc2nc1N1CCOCC1,95,104,97,86,106,95,99,92
O=C(c1nc2ccccc2[nH]1)C1C(c2ccc(Br)cc2)C2CSCN2[C@@]12C(=O)Nc1ccccc12 (some centres not stated),73,69,61,97,69,56,89,88
Cc1nc2ccccc2c(=O)n1-c1cccc(OCc2cn(-c3cccc(C(=O)O)c3)nn2)c1,91,103,106,95,105,108,96,100
c1ccc(OCCOc2ccccc2)cc1,105,115,88,·,93,106,102,100
CC(CCCCCCCCC(=O)O)c1ccccc1 (configuration not stated),103,102,102,·,·,93,103,·
COc1cc(OC)c(/C=N/NC(=S)NC23CC4CC(CC(C4)C2)C3)c(OC)c1,77,102,79,78,85,81,116,82
Nc1ccc(N=Nc2ccccc2)c2ccccc12,91&89,83&98,59&78,88,75&65,82&80,73&80,74
CC(C)(C)OC(=O)N1CCc2c(sc3ncnc(N/N=C/c4ccccc4Br)c23)C1,68,83,·,81,52,21,86,·
C(=N/N=C/c1cccnc1)/c1cccnc1,92,102,102,137,103,106,100,109
N[C@H](Cc1ccccc1)C(=O)O,99,105,101,97,105,94,105,111

# The list goes on; it opens with the three that closed the last part.
SMILES,A549/ATCC,M14,RPMI-8226,HOP-92,EKVX,MOLT-4,HOP-62,CCRF-CEM
CC(C)(C)OC(=O)N1CCc2c(sc3ncnc(N/N=C/c4ccccc4Br)c23)C1,68,83,·,81,52,21,86,·
C(=N/N=C/c1cccnc1)/c1cccnc1,92,102,102,137,103,106,100,109
N[C@H](Cc1ccccc1)C(=O)O,99,105,101,97,105,94,105,111
COc1ccc(CSc2nc3ccc(C)cc3c(=O)n2Cc2ccccc2)cc1,104,108,93,89,·,110,98,97
CC(C)N1CN2C(=S)NC3C2N(C1)C(=S)N3C (configuration not stated),91,105,92,101,103,104,103,95
O=[N+]([O-])c1c(O)c(Cl)cc(Cl)c1Cl,93,98,98,83,107,100,98,106
CCOCCOC(=O)CCCCCCCCC(=O)OCCOCC,99,93,109,79,·,86,95,97
Cn1ccnc1C(=O)/C=C/c1ccc(C(=O)Nc2ccccc2F)cc1,17,8.6*,9.8*,16,32,12,3.7*,3.7*
NNC(=O)Cc1cc(=O)[nH][nH]1,102&101,110&103,99&95,108&102,·,103&89,108&108,98&97
Clc1cc(Cl)cc(N2N=C(c3ccc(Br)cc3)CC2c2sc(Cl)nc2Cl)c1 (configuration not stated),100,106,110,100,94,94,105,104
NC(=O)Nc1cccc(O)c1,109,99,110,91,119,105,98,106
COc1cc(-c2nnc(SC/C(=N/O)c3ccccc3)n2-c2ccccc2)cc(OC)c1OC,95,108,74,81,98,82,101,88
CC(OC(C)c1ccccc1)c1ccccc1 (configuration not stated),98,103,105,·,·,91,106,97
COc1ccc(NC(=O)c2c(Nc3ccc(OC)cc3OC)n[nH]c2N)c(OC)c1,97,90,91,74,89,79,94,110
O=C(CCc1nnc(COc2ccccc2)o1)c1nc2ncccc2[nH]1,91,103,98,90,71,118,74,113
COc1ccc(/C=N\NC(=O)CSc2nc3ccccc3c(=O)n2-c2cc(C)ccc2Cl)cc1OC,95,·,70,80,81,92,81,96
CN1CCC(n2cc(Nc3ncc4c(=O)n(-c5c(Cl)cccc5Cl)cc(Br)c4n3)cn2)CC1,36,35,21,·,57,13,28,8.7*
CCCCCCCCCCCCCC(=O)Oc1ccc[nH]c1=O,89,101,96,85,83,99,94,75
CCN(CC)CCOc1ccc(-c2c(-c3ccc(OC)cc3)c(=O)oc3ccccc23)cc1,92,89,114,96,103,80,96,110
N#Cc1c(Oc2ccc(Cl)cc2)nc2sc3cc(Cl)c(Cl)cc3n2c1=O,110,113,127,85,91,93,104,122
Nc1ncnc2c1ncn2C1OC(CO)CC1F (configuration not stated),100,98,100,·,·,102,·,97
COc1ccc(Br)c2ccccc12,104,101,105,94,94,92,103,103
O=C1/C(=C/c2ccc(Br)cc2)COc2ccc(O)c(O)c21,21,9.6*,-34*,-33*,23,-9.5*,-25*,-6.2*
CC(C)(C)c1ccc(C(O)CCCN2CCC(C(O)(c3ccccc3)c3ccccc3)CC2)cc1 (configuration not stated),-40*,-91*,-39*,·,28,-13*,-80*,-24*
CS(=O)(=O)c1nccc(-c2c(-c3cccc(O)c3)nc3sccn23)n1,98,94,91,30,89,93,96,90
O=C(Cn1cc(CN2CCN(c3ccnc4cc(Cl)ccc34)CC2)nn1)Nc1ccc(Cl)cc1,80,77,43,35,69,71,53,17
CCCCCC#CC1OC23CCCCC2C(C#N)(C(=N)O3)C1(C#N)C#N (configuration not stated),76,94,93,90,97,100,99,88
CN1CCN(/C=C2\CC(C(=O)NCc3ccc(Cl)cc3Cl)NC2=O)CC1 (configuration not stated),94,110,94,99,116,95,108,88

# Further entries.
SMILES,A549/ATCC,M14,RPMI-8226,HOP-92,EKVX,MOLT-4,HOP-62,CCRF-CEM
CC1(C)CC=C(NNC(=O)c2cccnc2)C(=O)C1,99,96,71,73,97,99,99,90
CCCCNC(=S)NNC(=S)NCCCC,97,107,113,114,100,115,109,97
COC(=O)/C(CCC=C(C)C)=C1\[C@@H](OC(C)=O)C[C@@]2(C)[C@H]1C[C@@H](OCCC#N)[C@H]1[C@@]3(C)CC[C@@H](O)[C@@H](C)[C@@H]3CC[C@@]12C,47,55,29,·,53,43,86,71
CC(=O)C1CCC2C3CC=C4CC(SC(=N)N)CCC4(C)C3CCC12C (configuration not stated),48,18,-7.6*,30,55,-5.7*,83,6.9*
CSc1nc2sc3cccc(Cl)c3n2c(=N)c1C#N,100,102,91,82,90,90,97,86
Nc1c(C(=O)c2ccc(Cl)cc2)sc(Nc2ccccc2)c1-c1nc2ccccc2s1,18,31,28,-19*,60,76,-7.7*,60
CC(=O)Oc1ccccc1C(=O)Oc1ccc(/C=C/c2cc(OC(=O)c3ccccc3OC(C)=O)cc(OC(=O)c3ccccc3OC(C)=O)c2)cc1,89,97,71,98,99,85,101,60
C=CCOC(=O)OC(C)C(=O)OCC=C (configuration not stated),104,117,107,109,99,115,108,104
N=Nc1c(O)[nH]c2ccccc12,102,98,108,72,108,84,101,101
CCN1CCN(Cc2ccc(C(=O)Nc3cccc(-c4cn(-c5ccc(S(N)(=O)=O)cc5)nn4)c3)cc2C(F)(F)F)CC1,103,98,76,77,93,83,101,81
Cc1nn(-c2ccccc2)c2ncnc(N/N=C/c3ccccc3O)c12,12,0.3*,20,·,24,14,10,8.9*
COc1ccc2nc(Cl)c(/C=C3/S/C(=N/O)NC3=O)cc2c1,97,94,106,103,67,102,80,108
CC1(C)CCC(=O)c2ccccc21,106,112,·,·,119,93,99,93
CO[C@@H]1[C@H](O)c2coc3c2[C@@](C)(c2ccc4c(c2C3=O)CCC4=O)[C@@H]1O,74,100,93,84,96,86,88,79
NC(N)=NN=C1CCCCC1,101,98,102,91,92,89,97,107
CC(C)CCSc1nc(-c2ccc(F)cc2)c(C#N)c(N(CCO)CCO)n1,82,104,92,·,89,74,90,86
O=C(/C=C/c1cc(-c2cc3ccccc3o2)n(-c2ccccc2)n1)c1ccccc1,96,99,103,110,99,97,101,110
Cc1ccc2ccc3ccc(C)nc3c2n1.Cc1ccc2ccc3ccc(C)nc3c2n1.Oc1c(Cl)cc(Cl)c2ccc(CN3CCCCC3)nc12.[Ru],-43*,-94*,-46*,-86*,-65*,-53*,-57*,-48*
O=c1ccn(-c2ncnc3nc[nH]c23)cc1,36,·,76,73,91,96,90,90
CSc1nc(Oc2ccc(C(C)=O)cc2)c(C#N)c(-c2cccc([N+](=O)[O-])c2)n1,99,99,97,91,85,90,90,101
CCC(C)NCC(C)O (configuration not stated),99,104,107,·,·,97,99,·
COc1cc2oc(-c3cccc(NC(=O)[C@H](C)NC(=O)[C@@H](NC(=O)OC(C)(C)C)C(C)C)c3)cc(=O)c2c(OC)c1OC,82,119,58,69,89,45,85,76
CC(=O)Cc1nsc(NC(=O)c2cc(-c3cc(Cl)ccc3Cl)oc2C)n1,99,102,100,112,98,101,102,108
CC(=O)N1N=C(c2ccc(Nc3nc(Nc4ccccc4)nc(Nc4ccccc4)n3)cc2)CC1c1cccc([N+](=O)[O-])c1 (configuration not stated),93,95,68,57,77,84,79,94
O=C1/C(=C/c2ccc(OCCCCCCOc3cccc(Cl)c3)cc2)N=C2SCCCN12,86,108,71,92,98,69,101,95

# (cont.)
SMILES,A549/ATCC,M14,RPMI-8226,HOP-92,EKVX,MOLT-4,HOP-62,CCRF-CEM
COc1ccc(-c2nn(-c3cccc(Cl)c3)cc2/C=C/C(=O)c2ccc(Br)cc2)cc1,87,99,78,63,96,80,102,88
O=C(CSc1nnc(COc2cnc3ccccc3n2)o1)Nc1ccccc1Cl,105,104,98,81,95,112,111,108
COc1cc2oc(-c3ccc(NC(=O)c4cccc(Br)c4)cc3)cc(=O)c2c(O)c1OC,95,92,83,92,112,86,97,92
CC(=O)c1cc[n+](C)cc1,107,106,107,102,92,108,110,108
O=c1ccc2cc(-n3cc(CO)nn3)ccc2o1,99,103,104,106,101,114,136,112
COc1ccccc1C(C(=O)O)c1ccccc1 (configuration not stated),102,100,109,88,99,98,94,109
C1=C(c2ccccc2)n2cnc3ncnc-3c2NN1,96,32,56,91,·,52,55,75
O=C(Nc1ccc(S(=O)(=O)Nc2ccccn2)cc1)Nc1ccc(Cl)c(C(F)(F)F)c1,57,59,41,71,52,16,80,36
Cc1ccc2cc3c(nc2c1)Nn1c(nnc1-c1ccc[nH]c1=S)SC3,104,103,94,109,99,90,97,101
NC=NCC(=O)O,102,95,105,78,101,98,108,105
CO[C@@]1(NC(=O)CSCC#N)C(=O)N2C(C(=O)O)=C(CSc3nnnn3C)CSC21 (some centres not stated),103,105,·,·,95,111,105,·
C=CC[N+]1(CCO)CCN=C1CCCCCCCCCCCCC (configuration not stated),0.5*,-86*,-40*,-18*,-29*,-43*,-90*,-41*
COc1cc2c(c(OC)c1OC)CCC(c1cccc(NC(=O)c3ccc(C#N)cc3)c1)O2 (configuration not stated),71,78,45,89,71,54,78,62
COc1cc2cc(CNc3ccc(Nc4nccc(-c5ccc(Cl)cc5)n4)cc3)c(=O)[nH]c2cc1OC,77,109,84,·,93,61,94,81
O=C(Nc1cn[nH]c1-c1nc2ccc(CN3CCOCC3)cc2[nH]1)NC1CC1,49,34,108,-2.8*,69,-5.5*,-9.7*,14
CCCCCCCn1cc2c(Nc3cccc(Br)c3)ncnc2n1,103,102,83,110,84,84,113,96
CCN(CC)CCCC(C)Nc1ccnc2cc(C)c(C)cc12 (configuration not stated),97,94,105,85,100,97,97,96

# In the list so far, 10 contain an aryl thioether with sulfur outside any ring.
SMILES,A549/ATCC,M14,RPMI-8226,HOP-92,EKVX,MOLT-4,HOP-62,CCRF-CEM
CSc1nnc(C2=CC(=O)c3ccccc3C2=O)n1-c1ccccc1,76,92,72,·,·,69,100,37
CSc1[nH]n(C2=Nc3ccccc3Sc3ccccc32)c(=O)c1C#N,86,107,77,66,103,85,115,95
COc1ccc(CSc2nc3ccc(C)cc3c(=O)n2Cc2ccccc2)cc1,104,108,93,89,·,110,98,97
COc1cc(-c2nnc(SC/C(=N/O)c3ccccc3)n2-c2ccccc2)cc(OC)c1OC,95,108,74,81,98,82,101,88
COc1ccc(/C=N\NC(=O)CSc2nc3ccccc3c(=O)n2-c2cc(C)ccc2Cl)cc1OC,95,·,70,80,81,92,81,96
CSc1nc2sc3cccc(Cl)c3n2c(=N)c1C#N,100,102,91,82,90,90,97,86
CC(C)CCSc1nc(-c2ccc(F)cc2)c(C#N)c(N(CCO)CCO)n1,82,104,92,·,89,74,90,86
CSc1nc(Oc2ccc(C(C)=O)cc2)c(C#N)c(-c2cccc([N+](=O)[O-])c2)n1,99,99,97,91,85,90,90,101
O=C(CSc1nnc(COc2cnc3ccccc3n2)o1)Nc1ccccc1Cl,105,104,98,81,95,112,111,108
CO[C@@]1(NC(=O)CSCC#N)C(=O)N2C(C(=O)O)=C(CSc3nnnn3C)CSC21 (some centres not stated),103,105,·,·,95,111,105,·
